Compound activity as filed in PubChem.
Wee1 degr inh = blocks degradation of human Wee1 kinase; HeLa Luc-Wee1K328M stability, luciferase luminescence; 100% = proteasome inhibitor MG132 effect; reporter increase, % at 5 µM; 220,000 tested, 1.2% active; AID 1321;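 active = activation above the mean of all tested compounds plus 3 SD, set per screening run, cut at about 8.8% in these data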;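 also: cells exposed to compound for 20 h before luminescence read; 0% = DMSO alone and 100% = MG132 at 30 µM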
Target sequence (P30291 whole entry K328M): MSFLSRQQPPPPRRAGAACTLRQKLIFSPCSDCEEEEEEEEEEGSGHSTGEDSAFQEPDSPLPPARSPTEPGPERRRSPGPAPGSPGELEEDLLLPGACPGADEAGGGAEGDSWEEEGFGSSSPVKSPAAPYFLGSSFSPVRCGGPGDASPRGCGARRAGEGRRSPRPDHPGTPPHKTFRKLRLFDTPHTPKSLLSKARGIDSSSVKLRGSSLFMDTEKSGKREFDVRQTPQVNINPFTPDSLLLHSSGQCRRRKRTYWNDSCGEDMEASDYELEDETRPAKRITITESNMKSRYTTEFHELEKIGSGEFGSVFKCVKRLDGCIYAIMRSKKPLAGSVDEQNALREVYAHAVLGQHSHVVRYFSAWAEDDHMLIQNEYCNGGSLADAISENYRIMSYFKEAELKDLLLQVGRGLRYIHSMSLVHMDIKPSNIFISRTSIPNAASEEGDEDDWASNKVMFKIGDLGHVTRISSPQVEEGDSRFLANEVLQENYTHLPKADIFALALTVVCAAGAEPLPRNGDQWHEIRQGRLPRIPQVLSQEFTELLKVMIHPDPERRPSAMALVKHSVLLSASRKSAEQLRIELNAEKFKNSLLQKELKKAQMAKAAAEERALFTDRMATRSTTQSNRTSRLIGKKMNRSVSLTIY
MDM2 E3 inh = blocks human Mdm2 ubiquitin ligase activity | Q00987 | cell-based MDM2 ubiquitination luciferase reporter, 2 h; 0 = plate control, 100 = twice control, blank-subtracted | signal enhancement, % at 5 µM | 210,000 tested, 0.11% active | AID 1230;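 active = signal enhancement of 30% or more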;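 also: luminescence tracks abundance of the self-degrading MDM2-luciferase fusion protein; higher signal means inhibition of MDM2 E3 ligase activity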
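Timing – 2 h compound exposure at 37 °C · Assay system – mammalian cells stably expressing self-ubiquitinating, self-degrading MDM2 E3–luciferase fusion · Amount – 2000 cells seeded into each well · Measure – % luminescence enhancement versus blank-corrected plate control mean · Measured by – SteadyLite luminescence, 15 min reagent step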
S1P4 ag = human S1P4 receptor agonism | O95977 | S1P4-expressing cell line, agonist reporter assay | activation, % at 4.98 µM | 220,000 tested, 0.35% active | AID 1509; in the data active = activation above about 11%;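 also: 0% = DMSO vehicle and 100% = reference agonist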
Target sequence (O95977 whole entry, looked up): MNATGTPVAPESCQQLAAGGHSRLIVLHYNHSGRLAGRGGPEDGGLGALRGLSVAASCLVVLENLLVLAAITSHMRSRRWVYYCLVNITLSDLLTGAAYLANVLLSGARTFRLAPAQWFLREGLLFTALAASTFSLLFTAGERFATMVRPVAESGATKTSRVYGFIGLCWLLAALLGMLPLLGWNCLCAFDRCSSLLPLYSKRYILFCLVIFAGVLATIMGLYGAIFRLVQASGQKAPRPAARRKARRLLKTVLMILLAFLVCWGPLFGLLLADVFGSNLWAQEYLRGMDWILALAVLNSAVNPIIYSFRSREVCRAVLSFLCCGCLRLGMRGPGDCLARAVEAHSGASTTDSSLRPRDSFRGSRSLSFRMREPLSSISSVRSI
PERK inh = inhibitors of human PERK kinase | CHO PERK-DD fusion, SEAP luminescence translation reporter | inhibition, % at 5.6 µM | 220,000 tested, 0.17% active;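 active = inhibition above the mean inhibition of all tested compounds plus 3 SD, set separately per screening campaign, cut at about 2.9% in these data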;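 also: PERK kinase domain activated by AP20187 dimerizer at 100 nM; 0% = DMSO with dimerizer and 100% = rapamycin at 8.4 µM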
BaF3 tox = parental Ba/F3 viability inhibition as JAK2V617F counter-screen. CellTiter-Glo ATP luminescence. inhibition, % at 5.6 µM. 220,000 tested, 1.1% active;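 active = inhibition above a per-campaign cutoff, the mean inhibition of all tested compounds plus 3 SD, cut at about 27% in these data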;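 also: 0% = DMSO wells and 100% = JAK Inhibitor I control wells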
S1P4 antag = antagonists of human S1P4 receptor. S1P4-expressing cells, antagonist mode, reporter read-out. inhibition, % at 4.98 µM. 220,000 tested, 0.26% active; in the data active = inhibition above about 29%;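 also: 0% = wells stimulated with agonist and 100% = vehicle wells without agonist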
eIF4E 4G PPI = eIF4E/eIF4G interaction inhibition in translation initiation; inhibition, % at 21.7 µM; 220,000 tested, 0.37% active; P63073+Q04637; TR-FRET eIF4E-eIF4GI(517-606) binding, 2 h;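 active = inhibition above about 30%, limit read from the data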;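 also: 0% = full FRET control wells and 100% = background wells lacking eIF4GI fragment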
Ba/F3 V617F tox = loss of viability in JAK2V617F-driven Ba/F3 cells; Ba/F3 EpoR-JAK2V617F viability, ATP luminescence; inhibition, % at 5.6 µM; 220,000 tested, 1.1% active; AID 1446;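 active = inhibition above the campaign mean plus 3 SD over all tested compounds, cut at about 24% in these data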;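 also: cytokine-independent growth of Ba/F3 cells driven by EpoR plus mutant JAK2; 0% = DMSO-treated cells and 100% = JAK inhibitor I control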
NPY2 pot ag = potentiators or agonists of human neuropeptide Y receptor Y2; activation, % at 3.6 µM; AID 1359; P49146; cells expressing NPY-Y2, potentiator/agonist read-out; 220,000 tested, 0.45% active; in the data active = activation above about 27%;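 also: cells stimulated with NPY near EC25 plus isoproterenol at EC100; 0% = vehicle plus submaximal agonist and 100% = vehicle plus saturating agonist; some results beyond the cut were filed as inactive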
The depositor's hits bear a star; nt = no result given; [ ] = dose if it differs, or a comment.

SMILES	Wee1 degr inh	MDM2 E3 inh	S1P4 ag	PERK inh	BaF3 tox	S1P4 antag	eIF4E 4G PPI	Ba/F3 V617F tox	NPY2 pot ag
CCCSc1nc2sc3c(c2c(=O)[nH]1)CCN(Cc1ccccc1)C3	1	29	-2.0	0.7	0	-22	-8	-6	-3
CC(=O)C1=C(O)C(=O)N(CCC(=O)O)C1c1ccccc1[N+](=O)[O-] (centres undefined)	1	-20	1.1	0.1	1	-5	-1	-1	-1
CCN(CC)P1(=O)OC(c2cc(OC)c(OC)c(OC)c2)=Nc2c1c(C)nn2-c1ccccc1 (centres undefined)	-1	-8	0.1	0.1	-4	2	2[fluorescence artefact?]	-2	-3
Clc1ccc2[nH]c(-c3ccccc3)cc2c1	6	-11	-0.4	0.7	6	-8	4	3	11
CN(C)c1ccc(S(=O)(=O)N(C)C)cc1[N+](=O)[O-]	-3	0	0.7	1.4	6	-1	3	3	6
COc1ccc(-n2nnnc2SCC(=O)c2ccc(OC)c(OC)c2)cc1	-1	-10	0.5	0.6	2	0	-32	-3	3
COc1cc(NS(=O)(=O)c2ccc(NC(=O)COc3ccccc3C)cc2)nc(OC)n1	-2	-12	-1.5	0.5	0	-14	10	-2	-3
Cc1ccc(-c2nc(NC(=O)CSc3cc(C)c4ccccc4n3)ns2)cc1	0	nt	-0.1	0.8	6	13	15	2	-9
Cc1ccc(C(C)n2cc(C(=O)NCc3ccccn3)nn2)cc1 (centres undefined)	-2	-15	-1.3	0.0	5	-8	-3	0	-4
CC(C)(C)NC(=O)C(c1cccs1)N(C(=O)C(=O)NC1CCCC1)c1ccccc1F (centres undefined)	5	1	1.3	0.5	8	1	-2	2	-12
S=C1SCN(Cc2cccnc2)CN1Cc1ccccc1	-1	-13	-0.2	0.1	5	-9	-9	-2	-1
S=c1[nH]c2cc(-c3ccccc3)ccc2o1	6	nt	-0.1	0.4	-2	-9	-4	-4	2

Sorted by SMILES length (rising): six of the compounds above.
SMILES	Wee1 degr inh	MDM2 E3 inh	S1P4 ag	PERK inh	BaF3 tox	S1P4 antag	eIF4E 4G PPI	Ba/F3 V617F tox	NPY2 pot ag
Clc1ccc2[nH]c(-c3ccccc3)cc2c1	6	-11	-0.4	0.7	6	-8	4	3	11
S=C1SCN(Cc2cccnc2)CN1Cc1ccccc1	-1	-13	-0.2	0.1	5	-9	-9	-2	-1
CN(C)c1ccc(S(=O)(=O)N(C)C)cc1[N+](=O)[O-]	-3	0	0.7	1.4	6	-1	3	3	6
CCCSc1nc2sc3c(c2c(=O)[nH]1)CCN(Cc1ccccc1)C3	1	29	-2.0	0.7	0	-22	-8	-6	-3
COc1cc(NS(=O)(=O)c2ccc(NC(=O)COc3ccccc3C)cc2)nc(OC)n1	-2	-12	-1.5	0.5	0	-14	10	-2	-3
CC(C)(C)NC(=O)C(c1cccs1)N(C(=O)C(=O)NC1CCCC1)c1ccccc1F (centres undefined)	5	1	1.3	0.5	8	1	-2	2	-12

Other compounds:
SMILES	Wee1 degr inh	MDM2 E3 inh	S1P4 ag	PERK inh	BaF3 tox	S1P4 antag	eIF4E 4G PPI	Ba/F3 V617F tox	NPY2 pot ag
Cc1ccc(C)c(NC(=S)N2CCC(N(C)CC3CCCO3)CC2)c1 (centres undefined)	-3	-67	-2.8	0.3	8	-1	1	4	-16
O=C(O)COc1ccccc1/C=C1\SC(=S)N(c2cccnc2)C1=O	-2	-13	-0.9	1.0	-1	-1	0	82*	14
COc1ccc(NC(=O)c2cccs2)cc1OC	0	-4	-2.6	0.0	-1	-2	-4	-2	-2
CC(=O)OC1=Cc2c(ccc3ccc(=O)oc23)OC1(C)C	-2	-14	-1.4	0.1	9	1	-7	3	-6
CC(C)NC(=O)Cn1c(=O)cnc2ccccc21	4	-3	0.6	-0.1	-3	-6	8[fluorescence artefact?]	-3	12
Cc1ccc(C(=O)N/C(=C/c2ccc(-c3cccc([N+](=O)[O-])c3)o2)C(=O)NC(C)(C)C)cc1	6	-11	-1.1	-0.9	9	15	-2[fluorescence artefact?]	7	3
CNC(=O)c1sc(-c2ccccc2)nc1C	2	0	-1.8	0.3	2	-19	7	-2	-2
COc1ccc(-c2nc3ccccc3c(=O)n2N)cc1	1	4	1.1	0.9	3	8	4	0	12
CCC(C)c1ccc(NC(=O)COC(=O)C2=COCCO2)cc1 (centres undefined)	-1	-12	0.2	1.3	1	5	0	-3	1
Cc1ccccc1C(=O)c1c[nH]c(C(N)=O)c1	-1	-3	0.1	0.9	-1	7	2	-5	27
Cc1ccccc1OCCn1cc(C(=O)C(=O)N2CCOCC2)c2ccccc21	0	0	-1.3	-0.3	-1	10	2	-1	2
c1ccc(-c2ccc(-n3ccnc3)cc2)cc1	0	4	4.6	0.4	-1	-15	7	-1	-16
CCc1nc2ccccc2n1Cc1ccc(OC)c(OC)c1	0	-19	-5.9	-1.7	5	3	-2	8	-12
O=C(CCC1CCCC1)Nc1ccc(C(=O)NCc2cccnc2)cc1	-2	-14	-0.1	0.7	20	-5	4	31*	0
COc1ccc(NS(=O)(=O)c2ccc(S(=O)(=O)N3CCOCC3)cc2)cc1	3	-4	2.4	0.6	7	-5	-3	-2	-3
Cc1ccc(OCC(=O)N/N=C\c2c(C)n(C)c3ccccc23)c([N+](=O)[O-])c1	-1	0	-2.4	-0.8	5	-5	-4[fluorescence artefact?]	2	4
COCCn1c(CN2CCN(c3ccccc3)CC2)nc2c1c(=O)n(C)c(=O)n2C	2	nt	0.9	0.1	2	-10	nt	-5	-2
CCOC(=O)C1CCN(C(=O)c2ccc(Cl)c(S(=O)(=O)N3CCOCC3)c2)CC1	-1	-16	-0.8	0.2	92*	-7	-4	-5	-3
CC(C)Oc1ccc2ccccc2c1C=O	6	2	-2.1	0.6	10	6	-5	4	8
O=c1oc2ccc3ccccc3c2cc1-c1nnc(-c2cccs2)o1	-4	4	0.7	1.1	3	-21	-2[fluorescence artefact?]	-2	9
COc1cccc(NC(=O)/C=C/c2ccc([N+](=O)[O-])cc2)c1	-1	nt	-0.7	0.0	3	0	-8	1	-17
CC(C)(C)NC(=O)CSCc1c(Cl)cccc1Cl	1	3	0.2	-0.1	7	6	-3	-3	11
CS(=O)(=O)N1CCC(C(=O)N2CCN(c3ccc(F)cc3)CC2)CC1	0	-16	-2.3	-0.1	7	-9	1	1	-5
O=C(Nc1cccc(Cl)c1N1CCCCC1)c1ccc(N2CCOCC2)c([N+](=O)[O-])c1	-2	1	-0.5	1.2	6	-1	-5	-1	9
O=C(Nc1cccc(NC(=O)c2ccc(Br)o2)n1)c1ccc(Br)o1	-1	0	-1.8	0.2	3	13	-1	-3	-20
COc1ccc(N2CCN(C(=O)CSc3nnc4n3C(C)(C)Cc3ccccc3-4)CC2)cc1	-1	-56	1.1	0.2	2	-25	-13	-4	-11
Cc1noc(/C=C/N(C)C)c1S(=O)(=O)N1CCCC(C(=O)NC(C)c2ccccc2)C1 (centres undefined)	1	-12	-0.6	-0.6	7	-5	8	-3	3
CCOC(=O)C1CCCN(C(=O)Cc2ccc(C)cc2)C1 (centres undefined)	-1	-9	1.4	0.1	9	-1	-5[fluorescence artefact?]	2	-8
CCCCNC(=O)/C=C1\Sc2ccccc2NC1=O	-2	-3	0.7	0.4	3	-7	-1	-2	6
O=C(/C=C\Nc1ccc2c(c1)OCO2)c1cccs1	7	-88	0.3	0.4	2	5	7	-1	10
O=C(CSc1nnc(-c2cccnc2)n1-c1ccc(F)cc1)NCc1ccc2c(c1)OCO2	2	-7	1.8	0.1	2	0	0	1	-6
Cc1ccc(S(=O)(=O)c2c(N)n(-c3ccccc3)c3nc4ccccc4nc23)cc1	0	-9	3.0	0.0	-1	-13	4[fluorescence artefact?]	-4	7
CCc1c(C)[nH]n(CCC#N)c1=O	-3	-18	1.2	0.4	4	-18	-4	4	9
Cc1cc(C)n(CCCO)c(=O)c1C#N	1	-12	-2.0	0.3	8	10	-3	2	3
Cc1ccc2c(CC(=O)OCc3csc(C)n3)coc2c1	3	-8	-1.1	0.8	-1	7	2	3	-19
CN1CCN(C2=C(Cl)C(=O)N(c3cccc(Cl)c3)C2=O)CC1	-3	6	-0.8	0.2	11	-10	-10	1	12
CCOC(=O)c1cnc(SCC(=O)Nc2cccc(OC)c2)nc1N	-2	-3	-1.1	0.9	4	-7	-10	1	-3
Cc1nc2ccc(NC(=O)Cc3cccc(F)c3)cc2s1	-1	-12	-0.3	-0.3	4	-6	3	1	13
COc1ccc(N/C=C2\CCOC2=O)cc1	-1	-10	-1.6	0.7	7	-12	-2	6	-9
CC(C)Cc1cc(C(=O)Nc2ccc(F)cc2F)no1	-1	-16	-0.3	2.2	7	4	1	2	-13
COCCNC(=O)c1cc2nc3c(c(C(F)(F)F)n2n1)CCc1ccccc1-3	0	-5	2.6	0.9	9	-15	-1	-1	-8
O=C(O)CSc1sc(=S)sc1SCC(=O)O	-1	-13	-1.9	2.2	3	5	-9	-2	0
COc1cc(/C=N/NC(N)=S)ccc1OCC(=O)Nc1ccc(C)cc1	2	-9	0.2	-0.2	0	-9	7	-5	19
CCOc1ccc(-n2c(-c3ccccc3)c[n+]3c2CCC3)cc1	0	-23	-0.1	0.9	68*	-19	-3	79*	-3
CCOC(=O)C1=C(O)C(=O)N(Cc2ccc(C(C)(C)C)cc2)CC1	14*	-16	0.3	0.6	6	11	2	6	5
COc1cc2c(cc1OC)C(C(=O)O)C(c1cc(Br)c(O)c(OC)c1)N(C)C2=O (centres undefined)	-1	-4	0.2	0.7	0	-20	2	-6	-17
CCOC(=O)c1c(C)n(C)c2ccc(OC(=O)c3ccoc3)cc12	5	-7	-2.2	0.3	6	4	3	5	-19
CCOc1ccc(C(=O)NC(=S)Nc2ccccc2N2CCCCC2)cc1[N+](=O)[O-]	-1	-12	-0.9	0.1	2	-8	3[fluorescence artefact?]	-1	1

Wee1 degr inh, hit marks shown above
Compound	Wee1 degr inh	S1P4 ag	PERK inh	S1P4 antag	eIF4E 4G PPI	NPY2 pot ag
CCOC(=O)C1=C(O)C(=O)N(Cc2ccc(C(C)(C)C)cc2)CC1	14*	0.3	0.6	11	2	5

Record cards, as listed above. Screens in order: Wee1 degr inh | MDM2 E3 inh | S1P4 ag | PERK inh | BaF3 tox | S1P4 antag | eIF4E 4G PPI | Ba/F3 V617F tox | NPY2 pot ag
CC(C)Oc1ccc2ccccc2c1C=O is entered as 6 | 2 | -2.1 | 0.6 | 10 | 6 | -5 | 4 | 8
COc1ccc(-c2nc3ccccc3c(=O)n2N)cc1 is entered as 1 | 4 | 1.1 | 0.9 | 3 | 8 | 4 | 0 | 12

Following part
SMILES	Wee1 degr inh	MDM2 E3 inh	S1P4 ag	PERK inh	BaF3 tox	S1P4 antag	eIF4E 4G PPI	Ba/F3 V617F tox	NPY2 pot ag
O=C(COc1cc(F)ccc1[N+](=O)[O-])NCCCc1ccccc1	1	nt	-1.9	0.7	8	5	4	4	-33
Nc1cc(OCC(F)(F)F)cc([N+](=O)[O-])c1	1	-3	1.0	0.7	4	1	0	2	2
O=C(NC1=C(Nc2ccc(F)cc2)C(=O)c2ccccc2C1=O)c1ccc(Cl)cc1	4	2	-0.4	0.1	-1	-6	22[fluorescence artefact?]	-3	17
O=C(Nc1ccn(Cc2ccccc2)n1)c1cccc(F)c1	2	-34	0.0	-0.3	2	6	0	5	-10
